# SKKanGAS inh = SKKanGAS growth inhibition; S. pyogenes SKKanGAS, kanamycin growth, BacTiter-Glo, 6 h; inhibition, % at 7.5 µM; 300,000 tested, 1.3% active; AID 1662;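 active means mean replicate score, as percent of positive control median, at least 50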;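 further: strain carries kanamycin resistance gene driven by streptokinase promoter and grows in 40 µg/ml kanamycin; loss of luminescence reflects streptokinase promoter inhibition or plain growth inhibition; 0% = median of DMSO wells and 100% = positive control at its reference dose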
# RGS4 pot = RGS4 potentiation or activation | AID 463111 | 310,000 tested, 0.92% active | B-score at 10 µM | HEK293 M3R/inducible RGS4, carbachol calcium flux Fluo4; stronger effect = lower value;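 active means B-score of the integrated calcium signal more than 4 SD below the library mean, with starting fluorescence not abnormally high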;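 further: negative B-score means reduced calcium response which marks RGS4 activation or potentiation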
#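 test system = M3R-expressing HEK293 line, RGS4 induced by doxycycline | probe or stimulus = carbachol at ECmax as muscarinic agonist stimulus | timing = dye loading 30 min 37 °C, buffer rest 30 min RT | signal = calcium dye Fluo4 fluorescence | evaluation = B score from integrated fluorescence ratio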
# TMEM16A act = mouse TMEM16A channel activation, primary screen | AID 623877 | HEK293 TMEM16A/YFP-H148Q/I152L, iodide quench fluorescence; stronger effect = lower value | Q8BHY3 | B-score at 10 µM | 340,000 tested, 0.3% active;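 active means fluorescence-ratio B-score plate-corrected deviation score at least 3 library SD below zero, with starting fluorescence score within 5 deviations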;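 further: channel opened by trigger with iodide after compound preincubation; score built on the fluorescence ratio of max minus min over baseline; more negative score means more quench and so TMEM16A activation or potentiation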
# KCNK3 inh = human KCNK3 channel inhibition, primary screen | B-score at 10 µM | CHO-KCNK3 thallium flux, FluxOR fluorescence; stronger effect = lower value | 340,000 tested, 0.84% active;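 active means B-score under library mean minus 4 SD, starting fluorescence ratio at most library mean plus 5 SD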;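 further: more negative B-score means stronger inhibition of thallium flux through KCNK3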
# hERG rescue = shields human hERG channel from block by proarrhythmic agents. CHO-hERG, FluxOR thallium flux, dofetilide IC70 present. activation (rescue from dofetilide block), less the hit threshold, % at 10 µM. 310,000 tested, 0.51% active;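 active means activation above the mean of controls blocked by dofetilide plus 5 SD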;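 further: thallium influx through hERG after potassium depolarization seen as dye fluorescence rise; in these data hits start at about 4.7%; inactives centre near -7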
# RGS4 block = inhibitors of human RGS4 | 310,000 tested, 0.45% active | HEK293 M3R/RGS4 inducible, Fluo-4 calcium flux; stronger effect = higher value; triggered by carbachol at its EC20 | P49798 | AID 463165 | B-score at 10 µM;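 active means B-score, a plate-corrected calcium signal, over three deviations above library mean, with baseline fluorescence within five deviations of library mean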;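 further: RGS4 expression induced by doxycycline in cells with stable M3 receptor; B-score is computed from the integrated fluorescence ratio over baseline after carbachol; higher B-score means a larger calcium signal and so more RGS4 inhibition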
# Target sequence (P49798 whole entry, looked up): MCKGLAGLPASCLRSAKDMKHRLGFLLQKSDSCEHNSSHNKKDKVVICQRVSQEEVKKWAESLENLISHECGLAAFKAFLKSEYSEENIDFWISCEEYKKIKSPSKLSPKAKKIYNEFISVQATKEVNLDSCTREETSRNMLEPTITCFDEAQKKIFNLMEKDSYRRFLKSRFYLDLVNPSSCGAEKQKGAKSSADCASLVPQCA
# KCNK9 block = blocks the human KCNK9 two-pore domain potassium channel. Q9NPC2. HEK293 KCNK9, FluxOR thallium flux fluorescence; stronger effect = lower value. B-score at 10 µM. 310,000 tested, 1.2% active. AID 488922;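 active means ratio B-score over 3 SD below the library mean, with starting fluorescence within 5 SD of its mean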;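 further: negative B-score means less thallium flux so channel inhibition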
# ANO1 block = inhibitors of mouse TMEM16A calcium-activated chloride channel; HEK293 TMEM16A/YFP iodide influx fluorescence, ionomycin; Q8BHY3; normalized B-score (activity score, 25-100; higher = stronger inhibition) at 10 µM; 310,000 tested, 1.2% active;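 active means ratio plate-corrected score three or more library SD toward inhibition, starting fluorescence score within five deviations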;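 further: score derived from kinetic fluorescence span divided by baseline fluorescence per well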
# KCNQ1 block = human KCNQ1 channel inhibition; CHO-K1 KCNQ1, FluxOR thallium flux fluorescence; stronger effect = higher value; 310,000 tested, 1.3% active; P51787; B-score at 10 µM;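 active means compounds whose thallium flux B-score, printed positive for inhibition, exceeds three library SD while starting fluorescence stays within three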;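 further: channel opened by potassium depolarization with thallium stimulus after 20 min compound exposure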
# Target sequence (P51787 whole entry, looked up): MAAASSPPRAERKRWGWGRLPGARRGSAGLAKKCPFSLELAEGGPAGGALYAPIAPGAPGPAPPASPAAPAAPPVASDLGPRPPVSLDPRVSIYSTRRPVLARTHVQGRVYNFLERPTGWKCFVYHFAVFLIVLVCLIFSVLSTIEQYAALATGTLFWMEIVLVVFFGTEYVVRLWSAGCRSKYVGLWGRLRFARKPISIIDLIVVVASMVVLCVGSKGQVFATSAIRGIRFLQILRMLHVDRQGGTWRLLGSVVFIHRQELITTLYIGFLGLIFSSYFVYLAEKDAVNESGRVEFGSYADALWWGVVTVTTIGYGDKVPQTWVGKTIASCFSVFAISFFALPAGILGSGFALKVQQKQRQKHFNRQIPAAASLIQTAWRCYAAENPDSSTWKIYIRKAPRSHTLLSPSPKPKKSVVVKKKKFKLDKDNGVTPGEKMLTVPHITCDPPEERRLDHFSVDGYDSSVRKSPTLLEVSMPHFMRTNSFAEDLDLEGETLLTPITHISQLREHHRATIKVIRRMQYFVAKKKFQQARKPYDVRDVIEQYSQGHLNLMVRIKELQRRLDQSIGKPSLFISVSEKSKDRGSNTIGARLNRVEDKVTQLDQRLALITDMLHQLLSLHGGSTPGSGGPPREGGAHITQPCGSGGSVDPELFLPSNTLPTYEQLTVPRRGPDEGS
# KCNQ1 act = potentiators or activators of human KCNQ1 potassium channel. B-score at 10 µM. 310,000 tested, 0.35% active. CHO-K1 KCNQ1, thallium flux FluxOR fluorescence; stronger effect = higher value;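 active means fluorescence ratio B-score, a plate-corrected score, at least three library SD, with initial intensity B-score within 5 SD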
#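 Material: CHO-K1 cells stably expressing KCNQ1. Medium: assay buffer for compound exposure, DMSO matched across wells. Reagent: K+/Tl+ depolarizing stimulus. Compound dosing: single-concentration screen. Times: 37 °C overnight plating, 90-min dark dye load, 20-min compound pretreatment. Technique: FluxOR Tl+ flux fluorescence.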
# HDAC3 inhib = human HDAC3 inhibition. 320,000 tested, 0.15% active. AID 2718. inhibition, % at 8.3 µM. recombinant HDAC3, fluorogenic peptide/trypsin coupled, fluorescence. O15379; in the data active means inhibition above about 26%, passing the limit was not always enough
# An asterisk follows results filed as active; i = inactive; . = no result given.
# Below each SMILES – SKKanGAS inh	RGS4 pot	TMEM16A act	KCNK3 inh	hERG rescue	RGS4 block	KCNK9 block	ANO1 block	KCNQ1 block	KCNQ1 act	HDAC3 inhib
Cc1cccc(NS(=O)(=O)c2ccc(NC(=O)CN(c3cc([N+](=O)[O-])ccc3C)S(C)(=O)=O)cc2)c1
 : 16.3	i	i	i	-5.9	6.57*	i	i	i	i	16.2
CCOC(=O)/C(=N\Nc1ccccc1)c1csc(Nc2ccc(C)cc2)n1
 : 2.9	i	i	i	-4.3	i	i	i	i	i	0.4
Cc1ccc(C(=O)NCCNC(=O)CN2CCCC2)cc1
 : -4.7	i	i	i	-5.0	i	i	i	i	i	0.1
CCOC(=O)N1CCN(C(=O)CSc2ncccn2)CC1
 : -5.6	i	i	i	-12.6	i	i	i	i	i	2.4
COc1ccc(NS(=O)(=O)c2cccc(C(=O)NNC(=O)c3ccccc3O)c2)cc1
 : -14.1	i	i	i	-29.2	i	i	i	i	i	-8.5
CCn1c(CNC(=O)c2ccc(Cl)cc2)nnc1SCC(=O)NC1=NCCS1
 : -3.1	i	i	i	-8.4	i	i	i	i	i	-1.5
Cc1cccc(OCC(=O)NCCCNC(=O)c2cccnc2)c1
 : 0.2	i	i	i	-6.5	i	i	i	i	i	-4.4
COc1ccc(-n2c(COc3ccc4c(c3)OCO4)nnc2SCC(=O)O)cc1
 : -7.0	i	i	i	-15.2	i	i	i	i	i	-0.7
CC(C)(C)c1ccc(S(=O)(=O)NC(Cc2ccccc2)C(=O)O)cc1 (stereo not given)
 : -7.9	i	i	i	-14.4	i	i	i	i	i	2.7
CCn1cc(Br)c(C(=O)Nc2ccc(F)c(Cl)c2)n1
 : 0.1	i	i	-11.3*	-15.9	i	-12*	i	i	i	-6.6

# Going on with the list.
# Below each SMILES – SKKanGAS inh	RGS4 pot	TMEM16A act	KCNK3 inh	hERG rescue	RGS4 block	KCNK9 block	ANO1 block	KCNQ1 block	KCNQ1 act	HDAC3 inhib
CC(C)SC1=NC(C)(C)C=C(/C=C/c2c(Cl)cccc2Cl)N1
 : 10.4	i	i	i	-9.5	i	i	i	i	i	1.0
CSc1ccc(/C=N/NC(=O)CNc2cccc3ccccc23)cc1
 : 0.7	i	i	i	-10.6	i	i	i	i	i	1.7
COc1ccc2nc(SCC(N)=O)[nH]c2c1
 : -3.2	i	i	i	-19.0	i	i	i	i	i	2.2
CCc1cc(CNC(=O)c2ccc(OC3CCN(C(C)=O)CC3)c(OC)c2)on1
 : -2.9	i	i	i	-8.1	i	i	i	i	i	-1.3
Cc1sc2nc(COC(=O)c3ccc(O)cc3)[nH]c(=O)c2c1C
 : 13.4	i	i	i	-1.0	i	i	i	i	i	.
COC(=O)c1ccccc1S(=O)(=O)N(CCCN1CCOCC1)Cc1cccs1
 : -4.5	i	i	i	-5.0	i	i	i	i	i	1.5
C=CCOc1ccc(/C=C/C(=O)OCC(=O)NCCc2ccccc2)cc1
 : -2.1	i	i	i	-14.5	i	i	i	i	i	2.1
COc1cccc2c(=S)c(CCC(C)=O)c(C)[nH]c12
 : -9.4	i	i	i	-3.3	i	i	i	i	i	3.0
Cc1cc(C)cc(OCCCC(=O)O)c1
 : 5.4	i	i	i	-3.9	i	i	i	i	i	-0.8
O=C1[C@@H]2Cc3c([nH]c4ccccc34)C(c3ccccc3)N2C(=O)CN1CCO (stereo not given in full)
 : -5.4	i	i	i	-6.2	i	i	i	i	i	4.0

# More records:
# Below each SMILES – SKKanGAS inh	RGS4 pot	TMEM16A act	KCNK3 inh	hERG rescue	RGS4 block	KCNK9 block	ANO1 block	KCNQ1 block	KCNQ1 act	HDAC3 inhib
CCN1CCN(c2cc(=O)n(C3CCCCC3)c(=O)[nH]2)CC1
 : 1.4	i	i	i	-3.5	i	i	i	i	i	.
O=C(O)C(Cc1ccccc1)N1C(=O)c2c(Cl)c(Cl)c(Cl)c(Cl)c2C1=O (stereo not given)
 : -11.0	i	i	i	-21.5	i	i	i	6*	i	11.2
CCOC(=O)c1cc(CC)sc1N1C(=O)CC(Sc2ncccc2C(=O)O)C1=O (stereo not given)
 : .	i	i	i	-13.0	i	i	i	i	i	0.2
COC(=O)c1ccccc1S(=O)(=O)N1CCC(C(=O)NCC2CCCO2)CC1 (stereo not given)
 : -4.4	i	i	i	-18.7	i	i	i	i	i	5.8
CCc1nnc(NC(=O)CCc2ccc(C)o2)s1
 : -10.4	i	i	i	-10.7	i	i	i	i	i	3.3
CCOCCn1ccc2c(OCC(=O)Nc3ccc(OC)cc3OC)cccc2c1=O
 : 11.0	i	i	i	-7.4	i	i	i	i	i	0.3
COc1cccc(NC(=O)CN2C(=O)CSc3ccc(S(=O)(=O)N4CCOCC4)cc32)c1
 : 0.2	i	i	i	-9.2	i	i	i	i	i	8.3
CCOC(=O)c1cnc2c(Cl)cccc2c1NCCCN1CCOCC1
 : -6.5	i	i	i	-3.7	i	i	i	i	i	-7.7
Cc1ccccc1NC(=O)NNC(=O)c1ccc2ccccc2c1O
 : 0.8	i	i	i	-7.5	i	i	i	i	i	-7.9
O=C(c1c[nH]c2ccc(F)cc2c1=O)N1CCCCCC1
 : -0.3	i	i	i	-2.1	i	i	i	i	i	-4.2

# An excerpt from above in order of heavy-atom count, largest number first.
# Below each SMILES – SKKanGAS inh	RGS4 pot	TMEM16A act	KCNK3 inh	hERG rescue	RGS4 block	KCNK9 block	ANO1 block	KCNQ1 block	KCNQ1 act	HDAC3 inhib
O=C1[C@@H]2Cc3c([nH]c4ccccc34)C(c3ccccc3)N2C(=O)CN1CCO (stereo not given in full)
 : -5.4	i	i	i	-6.2	i	i	i	i	i	4.0
CCOC(=O)/C(=N\Nc1ccccc1)c1csc(Nc2ccc(C)cc2)n1
 : 2.9	i	i	i	-4.3	i	i	i	i	i	0.4
Cc1ccc(C(=O)NCCNC(=O)CN2CCCC2)cc1
 : -4.7	i	i	i	-5.0	i	i	i	i	i	0.1

# (more compounds)
# Below each SMILES – SKKanGAS inh	RGS4 pot	TMEM16A act	KCNK3 inh	hERG rescue	RGS4 block	KCNK9 block	ANO1 block	KCNQ1 block	KCNQ1 act	HDAC3 inhib
CSc1cccc(NC(=S)N2CCC(c3ccccc3)C2)c1 (stereo not given)
 : 3.8	i	i	i	-6.9	i	i	i	i	i	-5.1
O=C(Nc1cccc(F)c1)N1CC=C(c2ccc(Cl)cc2)CC1
 : 13.1	i	i	i	-11.3	i	i	i	13*	i	3.9
Cn1cnc2c1c(=O)n(Cc1cccc(Br)c1)c(=O)n2C
 : -6.2	i	i	i	-14.9	i	i	i	i	i	-8.4
CC(=O)c1ccc(S(=O)(=O)NCCC(=O)OCC(=O)N2CCCC2=O)cc1
 : -1.1	i	i	i	-10.6	i	i	i	i	i	-4.2
O=C(c1ccc2c(c1)N(Cc1cccc(Cl)c1)C(=O)c1ccccc1S2(=O)=O)N1CCN(c2ccccn2)CC1
 : 2.9	i	i	i	-14.2	i	i	i	i	i	9.9
Cc1cccc(-n2c(N)cc(=O)[nH]c2=S)c1
 : 2.6	i	i	i	-5.4	i	i	i	i	i	2.5
Cc1cc(C(=O)Nc2ccc(Br)cc2F)n(-c2ccccc2)n1
 : -5.5	i	i	i	-10.5	i	i	i	i	i	0.0
OCCC1CN(Cc2ccccc2O)CCN1CCc1ccccc1 (stereo not given)
 : -3.7	i	i	i	-10.1	i	i	i	i	i	4.3
CN(C)CCC(O)(c1ccccc1)c1ccccc1
 : 1.2	i	i	i	-8.3	i	i	i	i	i	-0.1
Cc1ccc(C(c2nnnn2CC2CCCO2)N2CCN(c3cccc(C)c3C)CC2)cc1 (stereo not given)
 : 8.6	i	i	i	-5.8	i	i	i	i	i	10.5

# Further entries
# Below each SMILES – SKKanGAS inh	RGS4 pot	TMEM16A act	KCNK3 inh	hERG rescue	RGS4 block	KCNK9 block	ANO1 block	KCNQ1 block	KCNQ1 act	HDAC3 inhib
O=C(NC(=S)Nc1ccccc1N1CCCC1)c1ccc([N+](=O)[O-])cc1
 : 5.8	i	i	i	8.1*	i	i	i	i	8*	5.8
COC(=O)C1CCN(C(=O)c2ccccc2NC(C)=O)CC1
 : 0.3	i	i	i	-16.2	i	i	i	i	i	-4.4
Cn1c2ccc(F)cc2c2nnc(SCCN3CCCCC3)nc21
 : 1.6	i	i	i	-9.9	i	i	.	i	i	.
COc1ccccc1NC(=O)c1nc(S(=O)(=O)Cc2ccccc2)ncc1Cl
 : 13.2	i	i	i	-8.4	i	i	i	i	i	3.9
Cc1ccc(-c2nn(-c3ccccc3)cc2CC(=S)N2CCOCC2)cc1
 : 5.0	i	i	i	-9.8	i	i	i	i	i	-5.0
CCC(CC)c1nnc(NC(=O)[C@@H](NC(=O)c2cccc(C)c2)C(C)C)s1
 : -11.3	i	i	i	-5.3	i	i	i	i	i	16.5
NNS(=O)(=O)c1ccc(Sc2ccccn2)c([N+](=O)[O-])c1
 : -21.1	i	i	i	-14.3	i	i	i	i	i	0.4
O=C(OCc1ccccc1F)c1ccc2c(c1)OCCO2
 : 13.0	i	i	i	-3.7	i	i	i	i	i	1.4
COc1cccc2cc(-c3cn4ccc(C)cc4n3)c(=O)oc12
 : -14.6	i	i	i	-13.1	i	i	i	i	i	.
Cc1cc(C)c(C(=O)c2ccc(C(=O)N3CCCCC3)cc2)c(C)c1
 : -2.5	i	i	i	14.1*	i	i	i	i	i	4.6
O=S(=O)(NCc1ccc(Cl)cc1)NCc1ccc(Cl)cc1
 : 8.4	i	i	i	-1.6	i	i	i	i	i	-10.3
C/C(=N\Nc1nc(-c2ccccn2)nc2ccccc12)c1ccc(F)cc1
 : -2.2	i	i	i	-3.2	i	i	i	i	i	-2.2

# A different layout for part of the listing above:
structure | SKKanGAS inh | RGS4 pot | TMEM16A act | KCNK3 inh | hERG rescue | RGS4 block | KCNK9 block | ANO1 block | KCNQ1 block | KCNQ1 act | HDAC3 inhib
COc1cccc2cc(-c3cn4ccc(C)cc4n3)c(=O)oc12 | -14.6 | i | i | i | -13.1 | i | i | i | i | i | .
Cc1cc(C)c(C(=O)c2ccc(C(=O)N3CCCCC3)cc2)c(C)c1 | -2.5 | i | i | i | 14.1* | i | i | i | i | i | 4.6
Cn1c2ccc(F)cc2c2nnc(SCCN3CCCCC3)nc21 | 1.6 | i | i | i | -9.9 | i | i | . | i | i | .

# Source: PubChem BioAssay (several laboratories)
